# Assay outcomes deposited in PubChem by several laboratories.
# M5 PAM: human M5 muscarinic receptor positive allosteric modulators, primary screen, CHO-K1 cells, Fluo-8 calcium fluorescence; AID 624038, 2012; 0.3% of 360,000 active; CHO-K1 hM5, ACh EC20 PAM; 0% = ACh EC20, 100% = ACh EC100; activation, % at 3 µM;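 active means activation above the run cutoff, the mean activation of all test compounds plus 3 SD, cut at about 18% in these data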
# Target sequence (P08912 whole entry, looked up): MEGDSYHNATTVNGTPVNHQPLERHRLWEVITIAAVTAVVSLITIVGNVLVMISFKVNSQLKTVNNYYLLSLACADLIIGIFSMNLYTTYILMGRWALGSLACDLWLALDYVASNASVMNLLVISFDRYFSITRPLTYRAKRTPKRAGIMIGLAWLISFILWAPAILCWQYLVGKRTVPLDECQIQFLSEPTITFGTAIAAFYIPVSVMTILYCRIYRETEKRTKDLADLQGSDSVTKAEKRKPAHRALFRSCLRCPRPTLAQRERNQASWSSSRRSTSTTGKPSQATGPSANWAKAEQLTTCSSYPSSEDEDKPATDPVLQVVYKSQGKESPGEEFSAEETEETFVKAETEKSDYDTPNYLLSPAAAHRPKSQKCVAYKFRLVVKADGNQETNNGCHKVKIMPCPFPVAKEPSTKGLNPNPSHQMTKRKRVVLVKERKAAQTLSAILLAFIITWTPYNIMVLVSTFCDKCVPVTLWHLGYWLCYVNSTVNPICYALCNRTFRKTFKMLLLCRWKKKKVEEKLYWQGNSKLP
#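 Probe or stimulus: acetylcholine, EC20 level; Assay system: human M5 receptor in CHO-K1 cells; Schedule: compound preincubation 140 s before EC20 acetylcholine addition; Technique: intracellular calcium via Fluo-8 fluorescence; Dosing: single-point, 3 µM nominal; Read-out basis: percent activation from peak-over-basal fluorescence ratio, scaled EC20-to-EC100 acetylcholine; Repeats: one well per compound, no replicates.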
# CRFBP-R2 agonist: agonists of CRF-BP/CRF-R2 complex, primary screen, cell-based, HEK293, calcium dye fluorescence, uHTS; calcium dye fluorescence (FLIPR); percent of saturating CRF peptide response; activation, % at 13.2 µM; 0.46% of 350,000 active; AID 588473, 2011;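 active means activation of at least 50%, plus an integration ratio under a set limit after plate pattern correction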;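 further: plate controls were neutral control wells without compound for no effect and CRF at EC100 for full effect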
# TAAR1 antagonist: human TAAR1 antagonists, primary screen, Fluo-8 calcium fluorescence, CHO RD-HGA16 cells | inhibition, % at 3 µM | 1.5% of 360,000 active | Trace amine-associated receptor 1 (Homo sapiens), Q96RJ0 | antagonist;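 active means inhibition above a per-plate cutoff, the mean inhibition of test compounds on that plate plus 3 SD, cut at about 49% in these data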;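 further: 0% = DMSO plus EC80 beta-PEA response and 100% = DMSO alone without agonist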
# Target sequence (Q96RJ0 whole entry, looked up): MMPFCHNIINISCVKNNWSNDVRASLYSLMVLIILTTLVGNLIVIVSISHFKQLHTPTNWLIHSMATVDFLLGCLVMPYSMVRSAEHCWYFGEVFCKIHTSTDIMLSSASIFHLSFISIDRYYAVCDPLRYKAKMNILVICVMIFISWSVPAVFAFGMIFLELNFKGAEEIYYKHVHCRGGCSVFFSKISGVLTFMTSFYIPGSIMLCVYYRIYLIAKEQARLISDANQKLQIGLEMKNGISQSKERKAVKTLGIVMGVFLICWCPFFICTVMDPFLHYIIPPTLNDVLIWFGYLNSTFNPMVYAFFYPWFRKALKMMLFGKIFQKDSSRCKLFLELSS
#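 Material: CHO RD-HGA16 cells bearing hTAAR1; compound dosing: one-point dosing, 3 µM nominal final; schedule: dye loading 75 min at 37 °C, then 30 min room temperature; measured by: calcium fluorescence with Fluo-8; control set: vehicle and agonist controls; replication: n of 1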
# M1 PAM parental: nonselective calcium activators in parental CHO-K1 cells, primary screen, counter-screen for M1 PAM project, cell-based, Fluo-8 calcium fluorescence, full deck, 1536-well | ATP EC20; 0% at ATP EC20, 100% at ATP max | activation, % at 3 µM | 0.02% of 360,000 active;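 active means activation above the run cutoff, the mean activation of all test compounds plus 3 SD, cut at about 40% in these data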;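 further: peak over basal fluorescence ratio in a 140 s read after ATP addition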
# CRFR2-BP antag: antagonists of CRF-BP/CRF-R2 complex, primary screen, cell-based, HEK293, calcium dye fluorescence, uHTS; AID 588475, 2011; inhibition, % at 11.8 µM; CRF-induced calcium fluorescence; 0.59% of 350,000 active;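 active means inhibition of the ligand-induced calcium signal above about 50% at the single tested concentration, limit read from the data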
# M5 antag: human M5 muscarinic receptor antagonists, primary screen, CHO cells, Fluo-8 calcium fluorescence; inhibition, % at 3 µM; 0.59% of 360,000 active; CHO-hM5 cells, ACh EC80;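 active means inhibition above a per-plate cutoff, the mean of that plate's test compounds plus 3 SD, cut at about 27% in these data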;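 further: 0% = acetylcholine EC80 with DMSO and 100% = DMSO without agonist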
# M5 ag: human M5 muscarinic receptor agonists, primary screen, CHO-K1 cells, Fluo-8 calcium fluorescence; CHO-K1 hM5 cells; 0% DMSO wells, 100% maximal acetylcholine response; activation, % at 3 µM; AID 624037, 2012; Muscarinic acetylcholine receptor M5 (Homo sapiens), P08912; 0.19% of 360,000 active;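 active means activation above the run's mean over test compounds plus 3 SD, cut at about 23% in these data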;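 further: signal is peak over basal fluorescence ratio across the kinetic read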
# TAAR1 agonist: human TAAR1 agonists, primary screen, Fluo-8 calcium fluorescence, CHO RD-HGA16 cells. vehicle wells 0%, saturating PEA agonist 100%. AID 624467, 2012. activation, % at 3 µM. Trace amine-associated receptor 1 (Homo sapiens), Q96RJ0. 0.99% of 360,000 active;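 active means activation above the mean activation of all test compounds in the run plus 3 SD, cut at about 38% in these data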
#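 System: CHO RD-HGA16 cells carrying human TAAR1 plus Gα16; Incubation: 17-24 h seeding, 75 min 37 °C dye, 30 min RT; Measured by: Fluo-8 fluorescence, 5 s baseline then 140 s kinetic read; Control set: DMSO and PEA EC100; Replication: single well for each compound.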
# M4 PAM: human M4 muscarinic receptor positive allosteric modulators, primary screen, CHO-K1 cells, Fluo-8 calcium fluorescence; CHO-K1 hM4/Gqi5, ACh EC20; 0% = ACh EC20, 100% = maximal ACh; activation, % at 3 µM; 0.4% of 360,000 active;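 active means activation above its plate's cutoff, the mean activation of sample wells plus 3 SD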; further: some results filed as inactive read as strong as hits
# Active calls of the source: *; / = no result given.
# Order of results – M5 PAM	CRFBP-R2 agonist	TAAR1 antagonist	M1 PAM parental	CRFR2-BP antag	M5 antag	M5 ag	TAAR1 agonist	M4 PAM
> COC(=O)N/N=C/c1ccc(-c2ccc(Cl)cc2Cl)o1
    7	-0.9	-18	-2	6	-8	-1	0	-1
> CCCC(=O)Nc1cc(-c2nn(C)c(=O)c3ccccc23)ccc1N1CCOCC1
    -8	-3.3	5	1	-9	11	-1	-1	14
> CCC(CC)c1nnc(NC(=O)c2cccnc2SC)s1
    8	1.6	-5	2	-24	7	1	4	12
> NC(=S)N/N=C/c1ccc(-c2cc(Cl)cc(Cl)c2)o1
    -5	-0.6	-1	17	-1	-3	1	3	4
> COc1ccc(N(CC(=O)NCc2ccco2)S(C)(=O)=O)cc1
    7	0.7	0	4	-3	-2	2	7	4
> Cc1cccc(C)c1NC1=C(Cl)C(=O)OC1OC(=O)c1ccccc1 (stereo not drawn)
    -17	-1.3	3	10	-5	0	-5	0	-14
> COc1cccc(NC(=O)CN(C)C(=O)/C=C/c2cc(OC)ccc2OC)c1
    -1	-1.1	-11	24	-9	-3	-2	-1	5
> CCCn1nc(C(=O)OCc2nc(N)nc(Nc3ccccc3C)n2)c2ccccc2c1=O
    10	-3.9	-25	15	-1	-2	4	4	5
> CCc1nc2c(n1O)CCc1nonc1-2
    -5	0.3	-7	1	-18	-2	0	6	-4
> CCCCn1c(=O)[nH]c(=O)c2c(C(=O)OCC)cc(-c3cccs3)nc21
    10	7.0	13	17	-37	8	3	5	3
> CSc1ccc(CNC(=O)C(C)n2nc(C)c3c(C)n(-c4ccccc4)nc3c2=O)cc1 (stereo not drawn)
    -8	-1.2	-3	6	4	14	-4	-1	-2
> CCN(c1ccccc1)S(=O)(=O)c1ccc(F)cc1
    1	-0.4	-4	25	0	-5	-10	1	-5
> Cc1c(C)c2ccc(OCC(=O)NCCc3c[nH]c4ccccc34)cc2oc1=O
    0	/	11	3	/	0	1	2	2
> CCOc1ccc(OCC)c(S(=O)(=O)NNC(=O)c2c(C)nc3ccccn23)c1
    5	-2.1	-11	24	-26	-4	-1	1	6
> COC(=O)c1ccc(N2C(=O)Nc3ccccc3N2O)cc1
    -1	-0.4	-2	13	12	0	0	7	3
> Cc1cc(O)c(C=Nc2cccc(Cl)c2)c(=O)o1
    0	-0.2	8	17	-3	-3	1	2	4
> O=C(N/N=C/c1ccc(O)cc1)c1csc2c1CCCC2
    -5	-1.0	1	1	3	3	-4	1	-1
> N#CC1=C(N)C2=CCCC[C@H]2[C@H](c2ccc(Br)cc2)C1(C#N)C#N
    -3	12	/	1	-22	-4	-1	/	5
> CC(=O)Nc1ccc(NC(=O)C(C)Sc2nc3ccccc3c(=O)n2Cc2ccco2)cc1 (stereo not drawn)
    3	-0.5	-25	17	17	1	0	1	3
> COc1cccc(NC(=O)c2ccc(NC(=O)C3CC(=O)OC34CCCCC4)cc2)c1 (stereo not drawn)
    -16	1.4	-8	3	-4	21	0	6	-12
> COc1ccc(NS(=O)(=O)c2ccc(NC(=O)C3CC3)cc2)cc1
    -11	0.6	10	-8	-8	4	8	20	-7
> COC(=O)CCSCC(=O)Nc1ccc(S(=O)(=O)N2CCOCC2)cc1OC
    -1	-0.1	-22	11	5	10	-5	0	7
> CN1CCN(c2ccccc2NC(=O)c2ccc(-c3ccc(Cl)c(Cl)c3)o2)CC1
    2	1.8	-2	6	-11	-1	-3	1	-8
> COc1ccc(N2CCN(C(=O)COc3ccc4c(C)c(C)c(=O)oc4c3C)CC2)cc1
    -5	-1.2	/	0	-23	18	-2	/	-1
> O=C(O)c1cc(-c2ccc(/C=N/N3C(=O)C4C5C=CC(C6CC56)C4C3=O)o2)ccc1Cl (stereo not drawn)
    0	0.4	-30	-7	-2	2	1	11	-2
> COc1ccccc1N1CCN(CC(=O)NCCc2ccc(S(N)(=O)=O)cc2)CC1
    -6	1.0	14	3	9	4	-2	4	-3
> CCCc1nc2ccc([N+](=O)[O-])cc2[nH]1
    -3	-0.9	9	-7	14	4	-2	-1	2
> Cc1ccc(NC(=O)Nc2ccccc2C(=O)NCc2ccccc2)cc1
    -8	-0.8	7	16	-11	-5	-7	3	0
> C[C@H](CO)N1C[C@H](C)[C@@H](CN(C)Cc2ccc3c(c2)OCO3)Oc2c(NC(=O)C3CCCCC3)cccc2C1=O
    -2	-0.1	0	10	-1	10	-1	4	4
> O=C(COC(=O)c1cccc(S(=O)(=O)N2CCOCC2)c1)NCc1ccccc1
    -6	-3.7	-22	4	10	13	0	2	3

# Three of the entries above in order of the M4 PAM value, largest number first:
SMILES	M4 PAM
COC(=O)CCSCC(=O)Nc1ccc(S(=O)(=O)N2CCOCC2)cc1OC	7
Cc1ccc(NC(=O)Nc2ccccc2C(=O)NCc2ccccc2)cc1	0
COc1ccc(NS(=O)(=O)c2ccc(NC(=O)C3CC3)cc2)cc1	-7

# Other results follow:
# Order of results – M5 PAM	CRFBP-R2 agonist	TAAR1 antagonist	M1 PAM parental	CRFR2-BP antag	M5 antag	M5 ag	TAAR1 agonist	M4 PAM
> O=C(Oc1coc(CSc2ncccn2)cc1=O)c1ccc(Br)o1
    -4	-1.5	12	19	17	11	-2	0	12
> COc1cccc(C(C)(O)c2nc(-c3cnc4ccccc4c3)cs2)c1 (stereo not drawn)
    -10	/	35	16	/	2	5	4	-7
> COCCN(C(=O)c1ccccc1)c1nc(-c2ccc(OC)cc2)cs1
    2	5.1	-11	10	-3	-1	1	2	-1
> O=C(COc1ccc(Br)cc1)Nc1nnc(-c2cccnc2)s1
    /	-0.8	1	/	-17	/	/	10	/
> CC1CCN(C(=O)COC(=O)CCc2c[nH]c3ccccc23)CC1
    3	-2.4	18	9	8	-5	2	1	0
> Cc1cc(=O)n(Cc2ccco2)c(=S)[nH]1
    -6	-4.2	9	9	9	10	0	2	7
> CCC(C)N1CCC(Oc2ccc(C(=O)NCc3ccccn3)cc2)CC1 (stereo not drawn)
    5	0.8	-22	6	3	9	-2	3	-3
> COc1ccccc1CN(C)C(=O)c1cnc(C)cn1
    -2	0.4	-10	13	2	12	0	1	-1
> CSc1ncccc1C(=O)OCc1nc2ccsc2c(=O)[nH]1
    7	-0.4	-4	2	6	-5	-2	5	1
> Cn1c(=O)c2ncn(CC(=O)Nc3nc(-c4ccc(Cl)cc4)cs3)c2n(C)c1=O
    5	1.7	-11	-9	-4	5	5	5	-1
> COc1ccc(CN2C[C@@H](CO)O[C@@H](n3cnc4c(NCCO)ncnc43)C2)cc1
    -4	/	8	-4	/	3	2	1	-4
> CCCC(=O)N1CCC1(C)C(=O)NS(=O)(=O)c1ccc(C#N)cc1 (stereo not drawn)
    0	/	-21	-4	/	-1	2	1	8
> CN(C)Cc1c(C(C)(C)O)[nH]c2ccc(C(F)(F)F)cc12
    3	1.2	-6	24	-5	3	1	8	7
> Cc1ccccc1-n1ccnc1SCC(=O)NCC1CCCO1 (stereo not drawn)
    0	0.0	-15	6	7	8	-3	0	5
> COc1ccc2c(c1OC)CCC2=O
    -2	-0.4	-1	12	7	-2	0	15	1
> CC(C)OC(=O)c1ccc(NC(=O)C2C3CC4OC(=O)C2C4C3)cc1 (stereo not drawn)
    4	-1.5	4	23	4	15	-3	2	16
> O=C(NCc1ccccc1)c1ccc2nnsc2c1
    /	-2.3	0	/	-2	/	/	5	/
> Cc1ccc(-n2c(C)cc(C(=O)COc3cccnc3[N+](=O)[O-])c2C)cc1
    -12	0.0	-3	6	15	0	0	0	-17
> N=C1C(c2nc3ccccc3s2)=C(O)CN1Cc1ccccc1
    2	-0.6	-27	3	-4	0	0	8	1
> CN1C(=O)[C@H](Cc2ccc([N+](=O)[O-])cc2)NC1=S
    -1	0.3	-22	-3	0	5	-2	1	2
> COc1ccc(N2CCN(C(=O)c3ccc(N4CCCCS4(=O)=O)cc3)CC2)cc1
    -3	-1.3	-22	-15	5	5	2	0	-7
> CC(c1ccccc1)N(CCC(c1ccccc1)C1CCOC(C)(C)C1)C(=O)c1ccco1 (stereo not drawn)
    -17	0.4	26	21	-21	30*	-7	3	-8
> O=C(CN1CCCCCC1=O)OCc1ncc(-c2ccccc2)o1
    0	-1.1	1	12	-2	-1	-3	0	5
> CCCn1ncc(CN2CCC(CO)(Cc3ccc(OC)cc3)CC2)c1C
    2	-0.7	11	8	-7	3	-7	0	-17
> Cc1ccc(C2(c3ccc(C)cc3)CC2C(=O)NC(C)C)cc1 (stereo not drawn)
    14	-0.8	-12	6	4	-5	5	1	11
> Oc1cccc2oc(=S)[nH]c12
    2	-5.7	-10	11	4	12	-2	1	5
> Cc1ccc(CNc2nc(NCC3CC3)nc3ccsc23)c(C)c1
    -7	/	19	24	/	18	4	17	-1
> COc1ccc2c(c1)C(=O)C1NC(=O)NC(=O)C1(Br)N2 (stereo not drawn)
    5	-2.9	-15	13	20	8	6	3	6
> CSCCC(NC(=O)c1ccc([N+](=O)[O-])cc1Cl)C(=O)OCC(=O)N1CCN(C(C)=O)CC1 (stereo not drawn)
    5	1.8	-20	10	0	-5	2	1	10
> O=C(CSc1nc(-c2ccccc2)cs1)N1CCN(C(=O)c2ccco2)CC1
    -6	-2.1	17	-6	7	-8	2	10	6
> CCCCCC(=O)N1CC2(CC(c3cccc(NC(=O)c4ccccc4)c3)=NO2)C[C@@H]1C(N)=O (stereo partly drawn)
    0	-0.7	11	29	-2	8	1	2	14
> CC(Oc1ccccc1)C(=O)OCC(=O)Nc1ccc2c(c1)OCO2 (stereo not drawn)
    -4	0.7	1	-9	-1	10	-3	0	12
> CCOC(=O)C1CCCN(C(=O)c2ccc3c(c2)CCO3)CC1 (stereo not drawn)
    3	/	2	-1	/	1	-2	3	3
> O=C(Nc1ccc(F)cc1)c1ccc(C(=O)N2CCOCC2)cc1
    11	-1.2	3	5	4	0	2	6	5
> O=S(=O)(CS(=O)(=O)Oc1ccccc1)Oc1ccccc1
    5	-4.3	13	14	-1	14	-1	0	2
> CCCCCC(=O)NNC(=S)NC(=O)c1ccccc1[N+](=O)[O-]
    8	4.7	-5	20	5	15	3	3	6

# Shown as a hit in M5 antag, among the entries above:
SMILES | M5 PAM | CRFBP-R2 agonist | TAAR1 antagonist | CRFR2-BP antag | M5 antag | M5 ag | M4 PAM
CC(c1ccccc1)N(CCC(c1ccccc1)C1CCOC(C)(C)C1)C(=O)c1ccco1 (stereo not drawn) | -17 | 0.4 | 26 | -21 | 30* | -7 | -8
